ALDH1A1 block = blocks purified human ALDH1A1 activity | P00352 | 7.3% of 220,000 active | Purified ALDH1A1, NADH fluorescence, propionaldehyde substrate | Potency, µM (top dose mostly 75.3 µM), for inactives: at the top dose activity, negative = inhibition, hits mostly inhibitors; active = well fitted inhibition curve with a large enough effect, not every such curve was filed as active; inconclusive = small, poorly fitted or top-dose-only effect, or another doubt; inactive = no such curve, though single readings can be large or run the other way;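 note: plate controls were no enzyme wells and a reference inhibitor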
RECQ1 inh = blocks DNA unwinding by human RECQ1 | 0.54% of 240,000 active | RECQ1 DNA unwinding, red fluorescence kinetic read | AID 2549 | Potency, µM (titrated, usually from 57.3 µM), without a hit: top-dose activity, negative = inhibition, most hits filed as inhibitors | P46063;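 note: plate controls were vehicle for no effect and no enzyme for full effect; nearly all actives have a fitted effect of over 30% in size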
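RECQ1T1 50 nM; forked duplex (20 bp + 30-nt ss tails) 200 nM, ATP 2 mM final; pH 8.0, 2 mM MgCl2, 2.5 ug/ml poly(dI-dC); 15 min compound preincubation; discontinuous kinetic read over 2 h at RT.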
Tau ThT inhib = blocks human tau fibril formation measured by thioflavin T | P10636 | recombinant tau K18 P301L, heparin-induced fibrillization, ThT fluorescence | Potency, µM (top dose mostly 57.4 µM), inactives show at the highest dose activity, negative = inhibition, usual class: inhibitors | 2.1% of 270,000 active; note: % is set by controls: 0 for no effect and ±100 for the full control effect; nearly all actives have a fitted effect of over 55% in size
Target sequence (P10636 561-689 P618L limits assumed): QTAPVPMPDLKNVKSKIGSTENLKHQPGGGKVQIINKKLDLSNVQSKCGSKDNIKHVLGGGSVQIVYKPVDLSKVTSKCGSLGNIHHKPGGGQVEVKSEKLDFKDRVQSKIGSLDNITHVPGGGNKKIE
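Using a mix of unlabeled (15 uM) and Alexa 594-labeled (0.24 uM) tau K18 P301L, heparin-triggered fibrillization over 6 hr at 37 C was scored by ThT fluorescence.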
Luc counter = Kinase-Glo luciferase inhibition (counter-screen) | Q27757 | Kinase-Glo luciferase, ATP luminescence, 8 min | Potency, µM (highest dose often 38.3 µM), inactives show at the top dose activity change, negative = inhibition, most hits filed as inhibitors | 0.28% of 200,000 active | AID 1379; note: % is set by controls: 0 for no effect and ±100 for the full control effect; nearly all actives have a fitted effect of over 60% in size
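Compounds were added to a substrate mix at pH 7.2 (50 mM imidazole, 10 uM ATP, within the enzyme's linear range), followed by Kinase-Glo detection reagent; luminescence was measured after 8 minutes at ambient temperature.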
KDM4E inh = inhibitors of human JMJD2E histone demethylase | B2RXH2 | JMJD2E catalytic domain, FDH-coupled NADH fluorescence (FDH is formaldehyde dehydrogenase) | Potency, µM (doses to about 57.1 µM), inactives show at the top dose activity change, negative = inhibition, usual class: inhibitors | 1.6% of 230,000 active | AID 2147; active = well fitted inhibition curve with a large enough effect, not every such curve was filed as active; inconclusive = small, poorly fitted or top-dose-only effect, or another doubt; inactive = no such curve, though single readings can be large or run the other way;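 note: 0% = wells with enzyme and -100% = buffer wells without enzyme; nearly all actives have a fitted effect of over 50% in size; many of its hits are not listed in these tables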
Lamin A splicing = changes lamin A minigene splicing in HeLa cells | HeLa LMNA splicing GFP/RFP minigene ratio, 48 h | Potency, µM (doses to about 46.1 µM), for inactives: at the highest dose ratio change, negative = inhibition, usual class: inhibitors | 0.01% of 200,000 active | AID 1487; active = well fitted inhibition curve with a large enough effect in the signal ratio, with a control signal flat, not every such curve was filed as active; inconclusive = small, poorly fitted or top-dose-only effect, or effect the other way, or a change in a side signal; the % refers to the signal ratio; note: % is set by controls: 0 for no effect and ±100 for the full control effect
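Read-out is the ratio of GFP to DsRed2 object intensity, acquired by 488 nm laser-scanning cytometry on HeLa lamin A-EGFP minigene reporter cells. Compound incubation 48 hrs at 37 °C in Opti-MEM with 2% FBS; DMSO 0.5% final.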
L3MBTL1 inh = L3MBTL1 (human) inhibition; Q9Y468; AlphaScreen L3MBTL1–H3K9me1 peptide binding; Potency, µM (doses to about 57.1 µM), without a hit: top-dose activity, negative = inhibition, most hits filed as inhibitors; 0.66% of 230,000 active; AID 485360; note: % is set by controls: 0 for no effect and ±100 for the full control effect; nearly all actives have a fitted effect of over 60% in size
Target sequence (Q9Y468 whole entry, looked up): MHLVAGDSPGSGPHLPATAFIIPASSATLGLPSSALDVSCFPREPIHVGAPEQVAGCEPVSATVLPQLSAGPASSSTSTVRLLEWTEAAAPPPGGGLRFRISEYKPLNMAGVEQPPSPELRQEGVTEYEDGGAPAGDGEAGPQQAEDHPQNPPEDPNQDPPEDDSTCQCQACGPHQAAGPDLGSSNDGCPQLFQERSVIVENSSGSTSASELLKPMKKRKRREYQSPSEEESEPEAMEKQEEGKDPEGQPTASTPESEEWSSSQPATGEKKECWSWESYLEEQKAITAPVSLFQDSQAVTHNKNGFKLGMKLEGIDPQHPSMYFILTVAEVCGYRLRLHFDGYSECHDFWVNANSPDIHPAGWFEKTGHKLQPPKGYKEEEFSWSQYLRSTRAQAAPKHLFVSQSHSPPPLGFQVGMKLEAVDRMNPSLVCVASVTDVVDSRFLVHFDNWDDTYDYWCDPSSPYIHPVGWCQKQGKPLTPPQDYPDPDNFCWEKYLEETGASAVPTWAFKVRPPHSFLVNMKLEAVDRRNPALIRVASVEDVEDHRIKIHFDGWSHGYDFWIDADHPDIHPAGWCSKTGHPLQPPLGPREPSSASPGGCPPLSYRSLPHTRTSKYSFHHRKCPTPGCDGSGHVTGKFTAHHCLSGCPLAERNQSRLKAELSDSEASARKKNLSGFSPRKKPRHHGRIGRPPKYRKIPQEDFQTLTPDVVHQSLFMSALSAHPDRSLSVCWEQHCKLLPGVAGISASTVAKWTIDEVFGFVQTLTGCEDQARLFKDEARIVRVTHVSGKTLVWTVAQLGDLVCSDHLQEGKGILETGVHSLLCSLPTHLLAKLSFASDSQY
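AlphaScreen proximity signal between nickel-chelate acceptor and streptavidin donor beads (final 10 ug/mL) reports binding of 50 nM L3MBTL1 to 75 nM biotin-H3 K9me1 peptide; complex incubated with compounds 30 min at room temperature; cefsulodin titration as control.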
SMN2 splice enh = SMN2 splice variant enhancement. HEK293 SMN2-luciferase splicing reporter, luminescence, 30-36 h. Potency, µM (highest dose often 46.1 µM), without a hit: at the highest dose activity change, positive = activation, actives largely listed as activators. 2.8% of 210,000 active. AID 1458; note: % of control where 0% means no effect; nearly all actives have a fitted effect of over 55% in size
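qHTS luciferase splicing reporter: luminescence rises when SMN2 exon 7 is included in transfected HEK293 cells. Compound exposure lasted 30-36 h at 37C, with 4.5 mM final sodium butyrate as control, followed by a ONE-Glo read.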
The depositor's hits bear a star; i = inactive; ? = inconclusive; / = no result given; & = joins results of further samples; [ ] = remark or other dose. Unless noted, calls come from the whole dose curve; as a rule, active = well fitted curve in the direction sought with a large enough effect; inconclusive = small, poorly fitted or top-dose-only effect, or another doubt; inactive = no such curve, though single readings can be large; an effect the other way counts as inactive or inconclusive. Potency is the fitted concentration of half-maximal effect. A portion of the library; rates above refer to the full screens.

Every second line gives: ALDH1A1 block | RECQ1 inh | Tau ThT inhib | Luc counter | KDM4E inh | Lamin A splicing | L3MBTL1 inh | SMN2 splice enh
> O=C(O)CCCC(=O)Nc1ccc(Br)cc1
    15% | -3% | -3% | 8% | 15% | 1% | / | 4%
> CC/C(=C\C1CCCCC1)C(NP(=O)(c1ccccc1)c1ccccc1)c1ccccc1 (stereo unspecified)
    ? | i | ? | -7% | 4% | ? | -13% | -65%[inhibitor]
> CC(C)n1cc(/C=C(\C#N)S(=O)(=O)c2ccccc2)c2ccccc21
    ? | -3% | -17% | -2% | 1% | ? | -4%[11.4 µM] | -41%[inhibitor]
> CCOC(=O)c1[nH]c(C)c(C(=O)NCc2ccccn2)c1C
    0% | i | -3% | -1% | -7% | -10% | 19% | 6%
> O=C(N/N=C/c1ccc(Cl)cc1)C(=O)N1CCCCCC1
    -1% | 12% | 4% | -7% | 11% | / | 3% | /
> Cc1ccc(C)c(NC(=O)c2nnn(Cc3ccccc3)c2N)c1
    -2% | -4% | -17% | / | 5% | -12% | -3% | /
> CCOC(=O)c1oc2cc(O)ccc2c(=O)c1-c1ccc(OC)cc1
    -5% | i | -3% | -5% | 7% | -2% | 4% | 21%
> COc1cc(/C=C/c2sc3ccccc3[n+]2CCCS(=O)(=O)[O-])ccc1O
    ? | 18% | 6% | 8.9µM* | -4% | / | 28µM* | -43%[inhibitor]
> O=C(Nc1cccc2c1CCCC2)c1cc([N+](=O)[O-])cc([N+](=O)[O-])c1
    -3% | -8% | -8% | 2% | 2% | -4% | 11% | -12%
> O=C(Nc1nc2ccc(S(=O)(=O)N3CCCC3)cc2s1)c1ccccn1
    ? | -4% | -6% | 2% | ? | ? | / | -22%
> CCCC(=O)Nc1nnc(CCN2CCCCC2)s1
    7% | -3% | -6% | -6% | 1% | 1% | 1% | 6%
> CCOC(=O)C1=C(C)C2C3C(=O)N(c4ccccc4C)C(=O)C3C1(C)C1C(=O)N(c3ccccc3C)C(=O)C21 (stereo unspecified)
    2% | i | -3% | -2% | 10% | -3% | -7% | 21%
> Cc1cc(-c2nc3ccccc3o2)c2ccccc2n1
    ? | -9% | ? | -2% | ? | -1% | 10% | 10%
> Cc1ccc(C(=O)Cn2c(N3CCOCC3)nc3c2c(=O)n(C)c(=O)n3C)cc1
    -5% | -14% | -12% | 2% | 0% | -2% | 5% | -8%
> c1ccc2c(CN3CCOCC3)c3ccccc3c(CN3CCOCC3)c2c1
    -12% | -1% | -18% | 2% | -1% | -1% | -4% | -21%
> CC(=O)C1=NOC(CNC(=O)c2c(-c3ccccc3Cl)noc2C)C1 (stereo unspecified)
    8% | ? | -3% | -3% | 6% | 4% | 4% | -8%
> CN(C)c1ccc(/C=N/NC(=S)NCc2ccco2)cc1
    ? | -5% | ? | 0% | ? | -6% | -11% | -3%
> O=c1c(C(c2ccc(O)cc2)c2c(O)nc3n(c2=O)CCS3)c(O)nc2n1CCS2
    13µM* | i | ? | 9% | 1% | -10% | 3% | 0%
> COc1cccc(NC(=O)COc2ccccc2C(N)=O)c1
    6% | -1% | ? | ? | 7% | 10% | -2% | 4µM*
> N#Cc1ccc(C(=O)CSc2n[nH]c(=O)n2-c2cccnc2)cc1
    ? | -3% | ? | / | -30% | -14%[46 µM] | 51%[activator] | /
> CCOC(=O)c1[nH]c2ccc(OC)cc2c1NC(=O)CN1CCC2(CC1)OCCO2
    ? | i | -11% | -5% | ? | -10% | / | /
> Nn1c(-c2ccccc2Cl)nnc1-c1ccccc1Cl
    ? | -7% | -16% | -9% | 4% | ? | 5% | ?
> COc1ccc(CC(C(=O)Nc2cccc(F)c2)c2nn[nH]n2)c(OC)c1 (stereo unspecified)
    -1% | -7% | -5% | 1% | 3% | 0% | -2% | 3%
> CCN1CCN(C(=O)c2cc3cc([N+](=O)[O-])ccc3oc2=O)CC1
    7% | -5% | 1% | 0% | 1% | 2%[46 µM] | 1% | 8%
> CCN1CCN(C(=O)C(=O)c2c(C)[nH]c3ccccc23)CC1
    8% | -6% | 3% | 2% | 4% | / | -17% | -4%
> O=C(Oc1ccccc1O)c1cccc2ccccc12
    -4% | i | -9% | 5% | -24% | -12%[46 µM] | 3% | 14%
> O=C(CCNS(=O)(=O)c1ccc2c(c1)CCC(=O)N2)NCc1cccnc1
    0% | -5% | -2% | -1% | 2% | 12% | 2% | -1%
> COc1cccc(C2c3c(oc4ccccc4c3=O)C(=O)N2CCCN(C)C)c1OC (stereo unspecified)
    ? | -4% | -2% | 5% | ? | ? | -7% | 9%
> COc1ccc(OC)c(CCNC(=O)c2ccc(CS(=O)(=O)c3ccc(Br)cc3)o2)c1
    0% | -5% | -10% | / | 3% | / | / | /
> CCN(CC)S(=O)(=O)c1cccc(C(=O)Nc2ccc(C#N)cc2)c1
    -14% | -5% | 4% | -3% | -4% | ? | -17%[11.4 µM] | -101%[inhibitor]
> O=C(CCCOc1ccccc1)Nc1ncccn1
    8% | i | -5% | 3% | 14% | -2% | 0% | 8%
> O=C(CCCc1cccs1)N1CCN(S(=O)(=O)c2ccccc2Br)CC1
    -11% | i | -3% | 2% | -3% | ? | 6% | 1%
> Cc1ccc(NC2=NCC(=O)N2C2CCCC2)cc1
    1% | i | 3% | 0% | -11% | 10%[46 µM] | -8% | 6%
> CCCS(=O)(=O)N1CCCC(C(=O)NCCCN2CCCC2=O)C1 (stereo unspecified)
    2% | -3% | -7% | -3% | -1% | 5% | -2% | 6%
> Cc1c(Cl)cccc1NC(=S)N(Cc1cccs1)C1CCCC1
    ? | i | -8% | -1% | -5% | -14%[46 µM] | -1% | -13%
> CN(C)CCCN(C(=O)c1ccc(S(=O)(=O)N(C)C)cc1)c1nc2cc3c(cc2s1)OCO3
    -9% | i | -6% | 2% | -10% | -10%[46 µM] | -19% | 2%
> Cc1c(NC(=O)COC(=O)CCC(=O)c2ccc(Cl)cc2)c(=O)n(-c2ccccc2)n1C
    7% | i | 1% | 3% | 11% | -9%[46 µM] | 7% | 0%
> Nc1ccc(NC(=O)c2cccs2)c(Cl)c1
    1% | 9% | 5% | 0% | 11% | 15% | -3% | 5%
> CC(C)CCOCc1nc2sc3c(c2c(=O)[nH]1)CCC(C)C3 (stereo unspecified)
    ? | -14% | -9% | -2% | -28% | 1% | / | -34%
> O=c1[nH]cnc2scc(-c3ccsc3)c12
    ? | 3% | -4% | 1% | -4% | 13% | 3% | -8%
> O=C(/C=C/c1ccccc1)N1CCC(c2ccccc2)C1 (stereo unspecified)
    -15% | -2% | ? | -3% | 6% | 4% | 6% | 11µM*
> O=C(O)C1C2CCC(C2)C1C(=O)NCc1ccccn1 (stereo unspecified)
    -8% | -9% | 3% | 1% | ? | 4% | -9% | 11%
> CC1CCC2(CC1)NC(=O)N(CC(=O)N1CCN(S(=O)(=O)c3ccccc3)CC1)C2=O (stereo unspecified)
    6% | -1% | 4% | 1% | 9% | -5%[46 µM] | -2% | -3%
> O=C(CCS(=O)(=O)Cc1ccccc1)N1CCN(c2ccc([N+](=O)[O-])cc2)CC1
    25µM* | i | ? | 1% | 8% | -20%[46 µM] | -4% | -10%
> CCOC(=O)/C(N=Nc1c(Br)cc(Br)cc1Br)=C(\C)O
    5% | -10% | ? | -5% | 2% | ? | / | -11%
> CCCCNC(=O)c1cc2n(n1)C(C(F)(F)F)CC(c1ccccc1)N2 (stereo unspecified)
    -3% | i | -6% | -5% | 0% | -15% | / | /
> CC(C)(C)OC(=O)NNC(=O)C12CC3CC(CC(C3)C1)C2
    8% | -8% | 0% | 0% | 5% | 8%[46 µM] | -13% | 7%
> CCOC(=O)C1=C(c2ccccc2)NC(=S)NC1C (stereo unspecified)
    2µM* | -14% | -6% | -1% | -2% | 7% | 5% | -1%
> COC(=O)c1ccccc1NC(=O)Nc1ccc(Br)cn1
    5% | i | -3% | -3% | ? | ? | 7% | ?
> CCOC(=O)C(=O)Nc1nnc(CCc2ccccc2)s1
    -3% | -7% | 0% | 0% | 6% | -7% | 10% | -2%

The results go on.
Every second line gives: ALDH1A1 block | RECQ1 inh | Tau ThT inhib | Luc counter | KDM4E inh | Lamin A splicing | L3MBTL1 inh | SMN2 splice enh
> CCC(=O)Nc1nc2ccccc2n1Cc1ccccc1
    -3% | 7% | -11% | 1% | -8% | ? | -6% | -52%[inhibitor]
> CCOC(=O)c1c(-c2ccccc2)csc1NC(=O)CSc1nnnn1C
    -13% | -5% | -6% | 0% | -15% | ? | ? | -31%[inhibitor]
> Cc1ccc(Cl)cc1NC(=O)CSc1nnc(C)n1-c1ccccc1
    6% | 1% | -8% | 12% | 2% | -13% | -17% | -14%
> CS(=O)Cc1cc(Sc2ccccc2)nc(-c2ccncc2)n1 (stereo unspecified)
    8.9µM* | -2% | 0% | -1% | -3% | 8%[46 µM] | -1% | -3%
> NC(=O)c1ccc(NC(=O)COC(=O)/C=C/c2ccc3c(c2)OCO3)cc1
    / | 1% | -12% | / | 15% | / | -4% | /
> N#C/C(=C/c1ccc(N2CCCCC2)o1)c1cccc(F)c1
    ? | i | 13µM* | -5% | ? | -2% | / | 22%
> COc1ccc(/C=c2\sc3nc(-c4ccccc4OC)nn3c2=O)c(OC)c1
    9% | -5% | ? | 8% | 6% | -22% | 4% | -6%
> CCOc1ccc(-n2c(Cc3cc(=O)[nH]c(=O)[nH]3)nnc2SC(C)C(=O)OC)cc1 (stereo unspecified)
    6% | -9% | -5% | -2% | 5% | 5% | 6% | -11%
> CC(=O)NC(Cc1ccccc1)C(=O)N1CCN(C(=S)NCC(C)C)CC1 (stereo unspecified)
    -2% | i | -10% | -3% | 5% | / | / | -6%
> O=c1c2cnn(-c3ccc(F)cc3)c2ncn1Cc1ccc(F)cc1
    4% | 0% | 4%&2% | 1% | -7% | -15% | 13% | -1%&-57%
> O=C(NCc1cccnc1)Nc1cccc(F)c1
    3% | 1% | 6% | -2% | 0% | ? | 1% | 14%
> COCCNC(=O)c1ccc(CS(=O)(=O)c2ccccc2)o1
    7% | -5% | -6% | / | -1% | 8% | 2% | /

Source: PubChem
